# GPR35 arrestin U2OS = GPR35 antagonists blocking zaprinast-driven arrestin recruitment, primary screen, imaging, U2OS, beta-arrestin-GFP, zaprinast agonist (AID 2058); G-protein coupled receptor 35 (Homo sapiens); U2OS GPR35 beta-arrestin-GFP translocation imaging, zaprinast antagonism; higher % means a stronger effect; one-dose inhibition, % at 10 µM; IC50 in µM for titrated hits; 290,000 compounds, 0.052% hits;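 active means inhibition of at least 50% with at least 30 cells and total cytoplasm GFP at most 10,000,000; inconclusive means under 30 cells or total GFP of 10,000,000 plus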
# RSV CPE inhibition = RSV antiviral activity via CPE protection, HEp-2 cells, primary 10 µM value included (AID 2391); 310,000 compounds, 0.13% hits; CPE inhibition, % at 10 µM; hits with a dose series show IC50 in µM; HEp-2 cells, RSV-induced CPE inhibition; higher % means a stronger effect; in the data active means a potency from the dose series; inconclusive means CPE inhibition mostly from about 23% at the one dose, without a potency; inactive means the rest, 99 in 100 with CPE inhibition below about 21%; further: strong numbers were not always called active
# Autophagy HCS = autophagy modulators in MEF cells, primary screen, imaging, high-content, MEF GFP-LC3; MEF GFP-LC3 puncta imaging; test concentration mostly 10 µM; calls only at 10 µM (by protocol); 190,000 compounds, 0.98% hits; AID 463193, 2010;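 active means percentage of spot-positive cells more than 3 SD above its plate mean, without a fluorescence outlier flag or 80% toxicity; inconclusive means no clear call, values can overlap the other calls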;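 further: spot-positive cell cutoff set from DMSO-treated cells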
# NTR1 agonist = agonists of NTR1, primary screen, imaging, U2OS cells, beta-arrestin-GFP, high content (AID 493036) | Neurotensin receptor type 1 (Homo sapiens), P30989 | NTR1-U2OS beta-arrestin-GFP spot imaging, agonist mode | activation, % at 20 µM | 330,000 compounds, 0.17% hits;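 active means activation at or above 40% of the spot to cytoplasm intensity ratio, with at least 20 cells analyzed; inconclusive means wells under 20 cells, flagged as cytotoxic or low count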;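 further: 0% = DMSO without peptide and 100% = 100 nM NTR1 peptide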
# Target sequence (P30989 whole entry, looked up): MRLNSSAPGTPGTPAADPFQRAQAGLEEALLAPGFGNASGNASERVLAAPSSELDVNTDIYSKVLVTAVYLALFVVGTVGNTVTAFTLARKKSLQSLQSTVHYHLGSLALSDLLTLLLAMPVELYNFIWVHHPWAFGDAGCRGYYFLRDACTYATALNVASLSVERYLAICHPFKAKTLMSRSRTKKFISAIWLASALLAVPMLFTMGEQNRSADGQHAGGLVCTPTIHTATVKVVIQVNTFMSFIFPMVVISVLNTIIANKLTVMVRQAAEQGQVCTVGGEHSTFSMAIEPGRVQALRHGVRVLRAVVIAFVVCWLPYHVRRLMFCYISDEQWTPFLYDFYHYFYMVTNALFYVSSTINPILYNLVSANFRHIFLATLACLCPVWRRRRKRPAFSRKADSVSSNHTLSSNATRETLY
# AID2073 = inhibitors of Mint1-CaV2.2 protein interaction, biochemical, HTRF (AID 2073). Voltage-dependent N-type calcium channel subunit alpha-1B (Homo sapiens). HTRF protein-protein interaction, Mint1-CaV2.2; higher % means a stronger effect. one-dose inhibition, % at 20 µM; IC50 in µM for titrated hits. 290,000 compounds, 0.19% hits; in the data active means inhibition mostly above about 51%, no sharp cut-off; inconclusive means no clear call, values can overlap the other calls; inactive means mostly below about 53%; further: some results filed as inactive read as strong as hits
# NS5 inhibitors = Dengue-2 NS5 methyltransferase inhibitors, primary screen, biochemical, confirmation dose response (AID 588689). Genome polyprotein (Dengue virus type 2 (strain 16681-PDK53)). Dengue-2 NS5 methyltransferase capping enzyme assay, biochemical; higher % means a stronger effect. inhibition, % at 25 µM, or IC50 in µM where a hit was titrated. 340,000 compounds, 0.3% hits; in the data active means a potency from the dose series; inconclusive means inhibition above about 29% without an active follow-up result
# LYP phosphatase = inhibitors of LYP phosphatase, biochemical, fluorescence intensity, uHTS (AID 1779); 290,000 compounds, 0.054% hits; Tyrosine-protein phosphatase non-receptor type 22 (Homo sapiens); recombinant LYP phosphatase, fluorescence intensity; higher % means a stronger effect; one-dose inhibition, % at 11.5 µM; IC50 in µM for titrated hits; in the data active means inhibition above about 50%;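 further: plate controls were vehicle with enzyme for no effect and no enzyme for full effect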
# UTI89 phage lysis = inhibition of K1F phage lysis, E. coli UTI89, bacterial capsule biogenesis inhibitors, alamar blue (AID 488966). E. coli UTI89 K1F phage lysis, alamar blue, 2 h; higher % means a stronger effect. one-dose inhibition, % at 100 µM; IC50 in µM for titrated hits. 340,000 compounds, 0.02% hits;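 active means phage lysis inhibition, versus mean bacterial control, above a set limit; inconclusive means no clear call, values can overlap the other calls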;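 further: capsule biogenesis inhibitors block K1F phage lysis so surviving cells raise fluorescence; higher fluorescence means more inhibition of phage lysis; actives were called in the ten point dose series up to 300 µM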
# WT yeast gro inh = growth inhibition of WT strain, primary screen, mitochondrial fusion inhibitor project, WT and mutant strains, chemical genetic; mitochondrial fusion phenotypic screen; inhibition, % at 10 µM; 190,000 compounds, 2.1% hits; in the data active means inhibition above about 58%; tested in S. cerevisiae
# WT yeast gro inh mutant strain = recorded beside WT yeast gro inh, whose call it bears; inhibition, %; mitochondrial fusion phenotypic screen, mutant strain inhibition
# Autophagy HCS cell loss 18 h = second read-out of Autophagy HCS, no call of its own (marks repeat the call); toxicity, %; measured here: cell loss, nuclei count;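 cell loss after 18 h compound exposure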
# NTR1 agonist cell count 20 µM = further read-out of NTR1 agonist, marked with its call; cell count; measured here: cell count, cytotoxicity flag
# * = called active by the depositor; i = inactive; ? = inconclusive; . = not tested or not shown; & = joins results of further samples; [ ] = another dose, or the depositor's remark. Rows were taken by chance. About 2.6% of those tested had a hit in this group.
# Every second line gives: GPR35 arrestin U2OS, RSV CPE inhibition, Autophagy HCS, Autophagy HCS cell loss 18 h, NTR1 agonist, NTR1 agonist cell count 20 µM, AID2073, NS5 inhibitors, LYP phosphatase, UTI89 phage lysis, WT yeast gro inh, WT yeast gro inh mutant strain
1: C#CCn1cc(/C=N/NC(=O)c2cc3ccccc3o2)c2ccccc21
 : 5%, 4.1%, i, -5, 4.2, 86, 22%, 3%, 1%, 0.0%, 11, 3
2: Cc1ccc(Cl)cc1N1CCN(C(=S)NCc2ccco2)CC1
 : -3%, 0.1%, i, 28, 7.2, 34, 22%, -8%, 6%, 0.5%, 21, 29
3: CCCCCCn1c(N2CCN(c3cccc(Cl)c3)CC2)nc2c1c(=O)[nH]c(=O)n2C
 : -2%, 2.4%, i, 4, 30, 41, 1%, -2%, 16%, -0.6%, -9, 12
4: Cc1ccc2c(c1)N(CC(=O)N1CCCCC1c1cccnc1)C(=O)CO2 (centres undefined)
 : 0%, -0.8%, i, -3, -0.5, 84, -2%, -2%, 1%, 0.3%, -10, -8
5: COc1cccc(C2NC(=O)NC(C)=C2C(=O)Nc2cc(OC)ccc2OC)c1 (centres undefined)
 : 10%, 0.3%, i, -7, -0.7, 70, 2%, -5%, -4%, -3.1%, 5, -2
6: COc1ccc(S(=O)(=O)Nc2ccccc2OC)cc1NC(=O)c1cc2ccccc2oc1=O
 : -14%, 2.9%, i, 1, 3.3, 58, 16%, -3%, -2%, 0.2%, 7, 1
7: Cc1c(-n2cc(C(=O)c3ccccc3O)cc(C#N)c2=O)c(=O)n(-c2ccccc2)n1C
 : 22%, -1.2%, i, -14, -1.0, 77, 5%, -6%, -4%, 1.3%, -5, -1
8: CN(C)CC(C)(C)CNC(=O)C1CCN(CCCc2ccccc2)CC1
 : -1%, -0.7%, ., ., 0.1, 65, 12%, 4%, -7%, -1.3%, ., .
9: COC(=O)C1=C(N)Oc2cc(C)n(CC3CCCO3)c(=O)c2C1c1ccccc1OC (centres undefined)
 : 4%, 0.9%, i, 3, 0.0, 51, -13%, -2%, -6%, 0.4%, 11, -1
10: Cc1cc(C)c(NC(=O)C(C)OC(=O)c2cc(Br)c(Br)s2)c(C)c1 (centres undefined)
 : -10%, 0.1%, i, -3, 2.2, 79, 2%, 2%, 2%, 0.2%, 4, 1
11: FC(F)(F)c1cccc(NC(=S)Nc2cccc(NC(=S)Nc3cccc(C(F)(F)F)c3)n2)c1
 : 4%, -0.9%, ., ., 4.2, 45, -36%, -25%, 2%, 0.2%, ., .
12: O=C(O)/C=C/C(=O)Nc1ccc(-c2ccccc2)cc1
 : -6%&-6%, 0.6%, i, -2, 1.1, 91, -4%&4%, -13%, -8%&0%, 0.1%, -11, 8
13: Clc1cccc(OCCCn2ccnc2)c1
 : 1%, 0.9%, ., ., 0.5, 45, 19%, -3%, -7%, 0.2%, ., .
14: COc1cc(CN2CCNC(=O)C2CC(=O)N(C)Cc2ncc[nH]2)cc(OC)c1 (centres undefined)
 : -5%, 3.0%, i, 5, -0.1, 42, 2%, -14%, -3%, 1.6%, 1, -23
15: CCOc1ccc(OCCC(=O)OCC(=O)Nc2ccc(Cl)cn2)cc1
 : ., -0.9%, ., ., -0.2, 66, ., -11%, ., 1.2%[50 µM], ., .
16: COc1ccc(CNC(=O)c2oc3ccc(S(=O)(=O)N4CCOCC4)cc3c2C)cc1
 : 8%, 11%, ., ., -0.9, 36, -4%, -9%, -2%, 1.1%, ., .
17: CCn1c(SCC(=O)Nc2cccc(C)c2)nc2nc3c(cc2c1=O)COC(C)(C)C3
 : 1%, ., ., ., 0.0, 60, 4%, -2%, -2%, 0.4%, ., .
18: COc1ccc(Nc2nc(N)nc(CCl)n2)cc1
 : 6%, 7.7%, ., ., -0.3, 60, 18%, -23%, -7%, -2.4%, ., .
19: O=C(c1ccccc1NS(=O)(=O)c1ccccc1[N+](=O)[O-])N1CCOCC1
 : -3%, 2.3%, i, 8, -1.0, 75, 1%, -4%, -10%, 2.7%, -3, 16
20: COc1ccccc1NC(=O)/C=C\c1ccco1
 : -12%, 0.4%, ., ., -0.4, 76, 9%, -7%, -3%, -0.2%, ., .
21: CCOC(=O)c1csc(N/N=C2\CCc3ccccc32)n1
 : 2%, ?, ., ., 10, 86, -14%, 4%, 2%, -0.3%, ., .
22: O=C(CCNC(=O)c1ccccc1Cl)Nc1ccc(Cl)c(C(F)(F)F)c1
 : 10%, 8.4%, i, -4, 1.0, 73, -2%, -3%, -12%, -0.3%, -3, -7
23: O=C(CNC(=O)c1ccc(F)cc1)c1ccc(Cl)cc1
 : -10%, 2.3%, ., ., -0.8, 46, 0%, 0%, -8%, -0.1%, ., .
24: CC(=O)Nc1ccc(OC(=O)c2cc3ccccc3oc2=O)cc1
 : 1%, -0.7%, i, -19, 1.0, 37, 12%, 3%, 0%, -0.3%, -2, 10
25: COc1ccc([N+](=O)[O-])c(OC)c1C(=O)NC(=O)Nc1c(F)c(F)c(F)c(F)c1F
 : 16%, 4.3%, ., ., 0.4, 101, 9%, -5%, -1%, 0.1%, ., .
26: Cc1cccc(CN2CCC(Oc3ccc(C(=O)N4CCCC4)cc3)CC2)n1
 : 0%, 0.5%, ., ., 1.6, 66, 4%, 1%, -4%, 1.5%[50 µM], ., .
27: Cc1cc(C)nc(SC2CC(=O)N(c3ccc(Br)cc3)C2=O)n1 (centres undefined)
 : 3%, 0.7%, ., ., 0.3, 51, 5%, -13%, -10%, -0.4%, ., .
28: COc1ccc(-c2cc(C(=O)NCc3cccnc3)no2)cc1
 : 3%, 3.9%, i, -4, -1.4, 57, 6%, 2%, -2%, 1.8%, 35, 13
29: CCOC(=O)C1CCN(S(=O)(=O)c2ccc(C)c(C(=O)NC3CCCCC3)c2)CC1
 : 8%, 1.2%, ., ., 2.8, 48, 13%, 1%, -6%, -0.2%, ., .
30: C#CCOCCOCCOCCNc1nc(N2CCN(C(=O)C([C@@H](C)CC)n3cc(C(N)CC(C)C)nn3)CC2)nc(N2CCN(C(=O)[C@H](CCC(=O)O)n3cc(C(N)[C@H](C)CC)nn3)CC2)n1 (some centres undefined)
 : 16%, 0.5%, i, -8, 0.1, 82, 3%, -8%, -6%, 0.3%, -21, -25

# Continued.
nr | mol | GPR35 arrestin U2OS | RSV CPE inhibition | Autophagy HCS | Autophagy HCS cell loss 18 h | NTR1 agonist | NTR1 agonist cell count 20 µM | AID2073 | NS5 inhibitors | LYP phosphatase | UTI89 phage lysis | WT yeast gro inh | WT yeast gro inh mutant strain
31 | O=C(CSc1ccc(-c2nc3ccccc3[nH]2)cn1)Nc1ccc2c(c1)OCCO2 | 2% | 0.5% | i | 12 | -0.5 | 36 | 31% | -2% | -11% | 2.2%[50 µM] | -3 | -1
32 | COC(=O)c1ccc(Nc2nc3ccc(C)cc3n3cnnc23)cc1 | 10% | 0.1% | . | . | 3.1 | 90 | -7% | -7% | -11% | 0.2% | . | .
33 | COc1ccccc1N1CCN(C2CCCN(C(=O)Cn3cccn3)C2)CC1 (centres undefined) | 6% | 1.1% | . | . | -0.4 | 60 | 11% | -6% | -7% | 0.4%[50 µM] | . | .
34 | CCC(C)N(C(=O)C(F)(F)F)C(C(=O)NC1CCCCC1)c1ccncc1 (centres undefined) | -4% | 0.5% | i | -2 | -1.7 | 79 | 3% | -2% | -3% | 0.6% | -11 | 0
35 | CCn1c(C)cc(/C=C2/SC(=O)N(C(C)C(=O)OC)C2=O)c1C (centres undefined) | 3% | . | . | . | 1.6 | 42 | -2% | 2% | -6% | 0.8% | . | .
36 | Cc1nc(NS(=O)(=O)c2ccccc2)sc1C(=O)N/N=C/c1ccccc1 | 11% | 0.7% | . | . | 7.0 | 41 | 0% | 6% | -2% | 0.1% | . | .
37 | CNCc1sccc1C | -11% | 2.7% | i | -32 | 0.5 | 53 | -3% | -2% | -9% | 0.2% | 9 | 11
38 | Cc1ccccc1NC(=O)CSc1nnc(C)c2ccccc12 | 0% | 0.5% | . | . | 3.0 | 54 | 24% | -8% | -3% | 0.3% | . | .
39 | CCOC(=O)CNC(=O)CSc1nnc(NC(=O)c2ccc(S(=O)(=O)N3CCOCC3)cc2)s1 | -16% | 2.2% | . | . | 0.7 | 53 | 1% | -1% | -4% | 0.1% | . | .
40 | Cc1nnc(SCc2nnc(-c3ccccc3Br)o2)s1 | 7% | 2.5% | i | -3 | -1.6 | 60 | 21% | -9% | -7% | 0.4% | 2 | 16
41 | Cc1ccc(C(=O)/C=C/N(C)C)cn1 | 0% | 2.5% | . | . | 0.3 | 38 | -7% | -4% | -2% | i | . | .
42 | O=C(OCC#CCSc1nnc(-c2cccc3ccccc23)o1)c1cccs1 | -6% | 3.7% | i | -37 | 4.0 | 69 | 3% | -2% | -3% | 0.1% | 12 | -16
43 | CC12CN3CC(C)(CN(C1)C3c1cc3ccccc3[nH]1)C2=O (centres undefined) | -1% | 2.9% | i | -3 | 1.6 | 26 | -6% | -7% | -6% | -0.2% | -9 | -6
44 | C[n+]1cccc(CNC(=O)/C=N/O)c1 | -5% | 1.1% | i | -1 | 0.8 | 47 | 3% | -12% | -2% | 0.4% | 6 | 4

# Entries 31–35, reprinted for reference:
nr | mol | GPR35 arrestin U2OS | RSV CPE inhibition | Autophagy HCS | Autophagy HCS cell loss 18 h | NTR1 agonist | NTR1 agonist cell count 20 µM | AID2073 | NS5 inhibitors | LYP phosphatase | UTI89 phage lysis | WT yeast gro inh | WT yeast gro inh mutant strain
31 | O=C(CSc1ccc(-c2nc3ccccc3[nH]2)cn1)Nc1ccc2c(c1)OCCO2 | 2% | 0.5% | i | 12 | -0.5 | 36 | 31% | -2% | -11% | 2.2%[50 µM] | -3 | -1
32 | COC(=O)c1ccc(Nc2nc3ccc(C)cc3n3cnnc23)cc1 | 10% | 0.1% | . | . | 3.1 | 90 | -7% | -7% | -11% | 0.2% | . | .
33 | COc1ccccc1N1CCN(C2CCCN(C(=O)Cn3cccn3)C2)CC1 (centres undefined) | 6% | 1.1% | . | . | -0.4 | 60 | 11% | -6% | -7% | 0.4%[50 µM] | . | .
34 | CCC(C)N(C(=O)C(F)(F)F)C(C(=O)NC1CCCCC1)c1ccncc1 (centres undefined) | -4% | 0.5% | i | -2 | -1.7 | 79 | 3% | -2% | -3% | 0.6% | -11 | 0
35 | CCn1c(C)cc(/C=C2/SC(=O)N(C(C)C(=O)OC)C2=O)c1C (centres undefined) | 3% | . | . | . | 1.6 | 42 | -2% | 2% | -6% | 0.8% | . | .

# Compound activity from PubChem.
